GALK inhibitor – qHTS Assay for Inhibitors of Human Galactokinase (GALK); actives 0.007% (n = 270,000); AID 1868, 2009; Purified GALK, Kinase-Glo residual ATP luminescence; P51570; Potency, µM (highest dose often 57.5 µM), without a hit: at the top dose activity change, negative = inhibition, most hits filed as inhibitors; note: potency is the fitted concentration of half-maximal effect; % is set by controls: 0 for no effect and ±100 for the full control effect
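ATP-depletion format; final 35 uM ATP, 100 uM D-galactose, 5 nM enzyme; pH 8.0 HEPES/Mg2+ buffer; 60 min RT; luminescence read 10 min after detection reagent.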
hERG WT inh – qHTS for Inhibitors of KCHN2 3.1: Wildtype qHTS | U2OS, BacMam KCNH2, thallium flux FluxOr; hits give low values | actives 0.37% (n = 340,000) | Voltage-gated inwardly rectifying potassium channel KCNH2 (Homo sapiens), Q12809 | activity change, % at 1.84 µM;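 active = maximum activity change below -70%; inconclusive = maximum activity change between -70% and -50%; inactive = maximum activity change above -50%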; note: % is set by controls: 0 for no effect and ±100 for the full control effect
Target sequence (Q12809 whole entry, looked up): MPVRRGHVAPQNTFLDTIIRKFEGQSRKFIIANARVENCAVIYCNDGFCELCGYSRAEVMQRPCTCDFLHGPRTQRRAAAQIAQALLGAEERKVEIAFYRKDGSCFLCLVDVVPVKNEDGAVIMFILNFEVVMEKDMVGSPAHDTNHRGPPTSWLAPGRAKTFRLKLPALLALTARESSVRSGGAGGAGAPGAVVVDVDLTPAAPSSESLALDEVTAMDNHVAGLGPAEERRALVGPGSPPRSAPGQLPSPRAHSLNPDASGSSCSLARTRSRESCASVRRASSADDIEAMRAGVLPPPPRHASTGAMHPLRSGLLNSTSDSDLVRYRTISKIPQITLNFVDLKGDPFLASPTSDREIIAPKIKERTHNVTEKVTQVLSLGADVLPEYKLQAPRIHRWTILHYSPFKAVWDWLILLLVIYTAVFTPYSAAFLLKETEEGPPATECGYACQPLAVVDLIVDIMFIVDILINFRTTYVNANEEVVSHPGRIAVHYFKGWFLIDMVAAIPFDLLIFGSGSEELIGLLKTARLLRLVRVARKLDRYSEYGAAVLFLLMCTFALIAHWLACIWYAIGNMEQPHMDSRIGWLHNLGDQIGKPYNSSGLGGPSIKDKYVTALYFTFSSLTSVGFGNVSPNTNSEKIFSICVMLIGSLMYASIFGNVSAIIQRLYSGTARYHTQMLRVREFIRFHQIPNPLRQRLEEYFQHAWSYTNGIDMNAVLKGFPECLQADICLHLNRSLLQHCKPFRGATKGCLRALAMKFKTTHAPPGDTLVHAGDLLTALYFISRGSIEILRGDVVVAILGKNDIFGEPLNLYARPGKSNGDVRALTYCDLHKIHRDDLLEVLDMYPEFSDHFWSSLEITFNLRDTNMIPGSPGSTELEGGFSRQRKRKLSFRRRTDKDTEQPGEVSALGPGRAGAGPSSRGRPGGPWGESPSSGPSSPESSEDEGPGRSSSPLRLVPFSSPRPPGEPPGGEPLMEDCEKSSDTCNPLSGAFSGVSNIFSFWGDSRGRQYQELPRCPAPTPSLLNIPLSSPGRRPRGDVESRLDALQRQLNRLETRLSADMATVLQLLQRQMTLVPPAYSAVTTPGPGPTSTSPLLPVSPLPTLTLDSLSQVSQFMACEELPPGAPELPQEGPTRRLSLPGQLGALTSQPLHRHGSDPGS
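U2OS cells were transduced with wild-type KCNH2 virus (2.03 x 10^8 / mL) for 4 h at room temperature, then cultured overnight at 37 C. Thallium flux was read with FluxOr dye. Rate constants were normalized to DMSO controls.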
MBNL1 CUG block – qHTS Assay for Inhibitors of MBNL1-poly(CUG) RNA binding. Muscleblind-like protein 1 (Homo sapiens), Q9NR56. TR-FRET MBNL1-His/biotin-(CUG)12 binding, 665/545 ratio. Potency, µM (top dose mostly 57.5 µM), for inactives: top-dose activity change, negative = inhibition, most hits filed as inhibitors. actives 0.036% (n = 280,000). AID 2675, 2010; active = well fitted inhibition curve with a large enough effect in the signal ratio, with a control signal flat, not every such curve was filed as active; inconclusive = small, poorly fitted or top-dose-only effect, or effect the other way, or a change in a side signal; inactive = no such curve, though single readings can be large or run the other way; the % refers to the signal ratio; note: potency is the fitted concentration of half-maximal effect; % is set by controls: 0 for no effect and ±100 for the full control effect
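Compounds (final 92 nM to 58 uM) are added to His-tagged MBNL1 and biotin-(CUG)12, then terbium anti-His antibody and streptavidin-XL665 (5 nM final). After 60 min at room temperature, the 665/545 nm ratio is read.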
TRPV1 ag – HTS Assay for Compounds that Act as Agonists of the Vanilloid Receptor 1 | Transient receptor potential cation channel subfamily V member 1 (Homo sapiens), Q8NER1 | TRPV1-expressing cells, Fluo-8 calcium influx, agonist mode | activation, % at 8.33 µM | actives 0.19% (n = 320,000); in the data active = activation above about 80%; inconclusive = between about 30% and that limit; note: 0% is about no effect
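Fluo-8 calcium influx in TRPV1-expressing cells, kinetic read (ex 480/em 520 nm). Compound added and read 3 min for agonist activity, followed by capsaicin at EC20 final and 2 min further read for enhancement.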
CXXC DNA block – qHTS Fluorescence Polarization Assay for Inhibitors of MLL CXXC domain - DNA interaction; Histone-lysine N-methyltransferase 2A (Homo sapiens), Q03164; MLL-CXXC / FITC-HOXA9 DNA fluorescence polarization; Potency, µM (titrated, usually from 115 µM), inactives show top-dose activity change, negative = inhibition, actives largely listed as inhibitors; actives 0.037% (n = 290,000); active = well fitted inhibition curve with a large enough effect in the polarisation, with a control signal flat, not every such curve was filed as active; inconclusive = small, poorly fitted or top-dose-only effect, or effect the other way, or a change in a side signal; inactive = no such curve, though single readings can be large or run the other way; the % refers to the polarisation; note: potency is the fitted concentration of half-maximal effect
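Purified MLL-CXXC (added from a 7 uM solution) was preincubated 5 min at ambient with pinned compounds in 50 mM Tris-HCl pH 7.5, 50 mM NaCl, 1 mM DTT, 0.05% BSA. Fluorescein-labeled HOX-A9 DNA (50 nM solution) followed, 30 min, then polarization read.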
FBPA coupling cs – qHTS Assay for Inhibitors of Fructose-1,6-bisphosphate Aldolase from Giardia Lamblia: Coupling assay counterscreen. coupling enzyme system counterscreen, AmpLite Red fluorescence. activity change, negative = inhibition, % at 58.2 µM, hits read low. actives 0.67% (n = 290,000). AID 2472, 2010; in the data active = activity change below about -30%; note: % is set by controls: 0 for no effect and ±100 for the full control effect
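Final compound at 57.5 uM, incubated 10 min at RT with coupling enzyme reagent (glyceraldehyde-3-phosphate), then 20 min with substrate and AmpLite Red detection. Fluorescence read at 525/598 nm; tests interference with the coupling assay, not aldolase inhibition.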
Integrin act MD – qHTS for Activators of Integrin-Mediated Alleviation for Muscular Dystrophy; actives 0.064% (n = 350,000); Potency, µM (titrated, usually from 38.3 µM), without a hit: top-dose activation, actives largely listed as activators; alpha7betagal myoblasts, beta-gal FDG fluorescence, 48 h; AID 624291, 2012;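 note: potency is the fitted concentration of half-maximal effect; 100% = response of the positive control SU9516; nearly all actives have a fitted effect of over 60% in size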
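alpha7betagal+/- myoblasts (passage 13, 250/well) treated 48 h at 37C with compounds at 1:260 dilution of DMSO stock. Lysed, then beta-galactosidase activity read as FDG fluorescence (ex 480/em 540) after 30 min, with pre-read for autofluorescence.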
A-T KAP1 phos – qHTS Assay for Identifying a Potential Treatment of Ataxia-Telangiectasia. […] A-T fibroblasts, KAP-1 phosphorylation AlphaLISA; neocarzinostatin DNA damage 30 min before lysis. Potency, µM (titrated, usually from 57.5 µM), without a hit: at the highest dose activation, hits mostly activators. actives 0.19% (n = 320,000); note: potency is the fitted concentration of half-maximal effect; % of control where 0% means no effect; nearly all actives have a fitted effect of over 45% in size
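hTERT-immortalized A-T patient fibroblasts ([…]), 500 cells/well in OPTI-MEM, 1% FBS, got compounds for 60 min, then NCS for 30 min at 37C. Lysates were then assayed for phospho-KAP-1 by AlphaLISA (anti-pKAP1 donor, anti-KAP1 acceptor beads), 6 hr at 25C.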
KCNH2 3.1 block – qHTS for Inhibitors of KCHN2 3.1: Mutant qHTS; U2OS KCNH2 3.1, thallium flux FluxOr; hits give low values; actives 0.95% (n = 340,000); activity change, % (tested at about 1.8 µM); Potassium voltage-gated channel subfamily H member 2, brain isoform KCNH2 3.1 (human);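 active = maximum activity change below -70%; inconclusive = maximum activity change from -70% to -50%; inactive = maximum activity change above -50%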;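 note: thallium influx rate constant from kinetic fluorescence after stimulation buffer; % is set by controls: 0 for no effect and ±100 for the full control effect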
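Virally transduced U2OS (3.1 isoform, 4 h infection in dark at RT) → overnight 37 C → FluxOr + Red40 in HBSS/HEPES, 45 min → stimulation buffer, 2 min kinetic read → rate constant vs DMSO controls.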
ASM inhibitor – Inhibitors of Secretory Acid Sphingomyelinase (S-ASM): qHTS | actives 0.006% (n = 340,000) | placental ASM, HMU-PC fluorogenic substrate, 60 min | Sphingomyelin phosphodiesterase (Homo sapiens), P17405 | Potency, µM (series often up to 57.5 µM), inactives show top-dose activity change, negative = inhibition, most hits filed as inhibitors; note: potency is the fitted concentration of half-maximal effect
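qHTS format. ASM enzyme prepared from human placenta hydrolyses the fluorogenic substrate HMU-PC0 (9 uM final) over 60 min at 37 °C after a 10 min compound preincubation.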
* marks the source's active call; other numbers are inactive results; u = inconclusive; x = not tested or not shown; [ ] = remark or other dose. Unless noted, calls come from the whole dose curve; as a rule, active = well fitted curve in the direction sought with a large enough effect; inconclusive = small, poorly fitted or top-dose-only effect, or another doubt; inactive = no such curve, though single readings can be large; an effect the other way counts as inactive or inconclusive.

nr	compound	GALK inhibitor	hERG WT inh	MBNL1 CUG block	TRPV1 ag	CXXC DNA block	FBPA coupling cs	Integrin act MD	A-T KAP1 phos	KCNH2 3.1 block	ASM inhibitor
1	O=C(Nc1cccnc1)Nc1ccc(Cl)cc1Cl	8%	x	-11%	u	1%	-3	39%	4%	-17	-3%
2	Cc1cc(=O)[nH]c(CN2CCOCC2)n1	3%	1	-11%	0	6%	7	14%	0%	-24	4%
3	CNC[C@H]1Oc2ccc(NC(=O)C3CCCCC3)cc2CC(=O)N([C@H](C)CO)C[C@@H]1C	x	4	x	x	x	x	3%	8%	12	-4%
4	O=[N+]([O-])c1ccccc1S(=O)(=O)N1CCN(C2CCCC2)CC1	2%	-15	-1%	-1	10%	x	-2%	3%	1	-2%
5	N#C/C(=C\c1ccc(Cl)cc1)C(=O)Nc1cccnc1	-9%	5	x	x	-5%	3	16%	2%	17	4%
6	CCn1cc(C(=O)O)c(=O)c2cc(F)c(N3CCN(C(=S)NC(=O)c4cccc(F)c4)CC3)cc21	x	-2	2%	-2	-24%	-3	0%	-15%	-7	-4%
7	O=C(Nc1cccc(OC(=O)c2cccnc2)c1)c1cccnc1	x	-14	-6%	0	36%[activator]	-1	0%	-4%	6	-4%
8	CCOc1ccc(C(=O)NCCO)cc1	8%	x	-7%	-3	4%	4	30%	-2%	-6	3%
9	CN(C)C1(CNC(=S)Nc2ccccc2C(F)(F)F)CCCCC1	-4%	5	-3%	1	3%	-1	0%	-2%	-14	0%
10	O=NN(CCCl)C(=O)NCCCl	x	-4	x	0	-4%	3	x	-3%	20	0%
11	CC1=C(C(=O)OCc2ccc3c(c2)OCO3)C(c2ccc(O)c([N+](=O)[O-])c2)NC(=O)N1 (stereo not given)	1%	5	5%	3	1%	0	u	0%	35	0%
12	CC(C)n1nnnc1SCC(=O)Nc1ccccc1F	8%	-10	1%	1	-4%	2	-26%	0%	-42	5%
13	CC(=O)c1c(C)[nH]c(C(=O)OCC(=O)N(C)c2c(N)n(Cc3ccccc3)c(=O)[nH]c2=O)c1C	x	0	x	-1	x	x	-12%	0%	8	0%
14	O=C(CSc1nc(=O)n(CCCN2CCOCC2)c2c1CCC2)Nc1ccc(F)cc1F	x	-3	x	6	x	x	24%	0%	-8	-2%
15	CCN(CC(=O)NC1CCS(=O)(=O)C1)S(=O)(=O)c1ccccc1 (stereo not given)	1%	22	x	-4	-2%	3	-39%	-4%	3	1%
16	COc1cccc(-c2nn(-c3ccccc3)cc2CO)c1	-5%	-10	5%	22	4%	-4	7%	x	13	-4%
17	COc1ccc2nc(/C=N/NC(=O)CCCCCNC(=O)OC(C)(C)C)ccc2c1	x	-4	-12%	-3	-16%	-2	-7%	8%	3	11%
18	CC(C)Cc1nc(SCC(=O)N2CCOCC2)c2c(=O)n(C)c(=O)n(C)c2n1	-4%	0	-2%	9	-2%	-1	19%	2%	16	2%
19	COc1cc(CNS(=O)(=O)c2ccc3c(c2)CC(C)N3C(=O)C2CCC2)cc(OC)c1OC (stereo not given)	-3%	2	-8%	7	6%	1	-45%[inhibitor]	8%	0	-3%
20	CN1CCN(S(=O)(=O)c2ccc(NC(=O)c3ccco3)cc2)CC1	3%	4	-2%	1	0%	-1	-8%	x	13	3%
21	CCn1c2ccccc2c2cc(/C=N/O)ccc21	3%	x	-1%	-6	11%	0	-13%	0%	14	-11%
22	COc1ccc([N+](=O)[O-])cc1/C=N/NC(=O)c1nonc1N	16%	19	14%	1	15%	3	u	-2%	36	-1%
23	O=S(=O)(Nc1ncccn1)c1ccc(NS(=O)(=O)c2cccc(Cl)c2Cl)cc1	-1%	-12	0%	3	-7%	7	-31%	5%	-12	1%
24	O=C(C[C@H]1C(=O)N(CCc2ccccc2)C[C@@H]1Cc1ccccc1)Nc1ccccc1	x	2	4%	u	-5%	2	26%	-6%	-10	-13%
25	CCOC(=O)C1CCCN(S(=O)(=O)c2cn(C)c(=O)n(C)c2=O)C1 (stereo not given)	0%	-5	-9%	2	0%	1	-10%	8%	-3	0%
26	CC1CCC2(CC1)NC(=O)N(CC(=O)NC1(C#N)CCCCC1)C2=O (stereo not given)	x	3	x	-2	x	x	-25%	13%	-9	4%
27	CCSc1nnc(NC(=O)CSc2nc3c(c(=O)n2-c2ccccc2)SCC3)s1	-1%	-7	-3%	0	20%	-2	-29%	-1%	-7	-5%
28	CCCCCCSc1nsc(NC(C)=O)n1	4%	2	5%	3	0%	5	5%	-4%	-3	-1%
29	COC(C(=O)Nc1ccc(NC(=O)C(OC)c2ccccc2)cc1)c1ccccc1 (stereo not given)	0%	-3	-1%	1	13%	0	26%	-11%	2	0%
30	COC(=O)C1=C(N)Oc2cc(C)n(CCN3CCOCC3)c(=O)c2C1c1cccnc1 (stereo not given)	7%	1	8%	-4	0%	1	4%	9%	-5	7%
31	O=C(NCCN1CCN(Cc2ccccc2)CC1)c1ccc(CS(=O)(=O)c2ccc(Br)cc2)o1	8%	23	-18%	2	15%	9	-3%	5%	-30	-1%
32	O=c1[nH]c2ccc(Cl)cc2c(-c2ccccc2)c1CN1CCOCC1	0%	-1	10%	3	1%	-1	-47%[inhibitor]	3%	-5	-1%
33	CC1(C)Cc2c(C#N)c(SCCC#N)nc(N3CCOCC3)c2CS1	0%	-7	-10%	-1	4%	3	11%	1%	-4	-12%
34	Cc1ccc(C)c(NC(=O)Cn2cc(C(=O)C3CC3)c3ccccc32)c1	-1%	4	7%	1	6%	1	-46%[inhibitor]	-1%	7	0%
35	O=C(CSc1nnc(-c2ccco2)c(-c2ccco2)n1)c1ccccc1	-2%	-5	-6%	-1	-7%	-2	6%	2%	-5	-2%
36	Cc1ccc(S(=O)(=O)CCC(=O)OCC(=O)Nc2ncc(Cl)cc2Cl)cc1	-3%	0	-1%	2	1%	2	-9%	-2%	-4	52%[activator]
37	COc1ccc(C(=O)NCCCc2ccccc2)cc1OC	5%	-5	-6%	3	-6%	-2	12%	-3%	6	0%
38	CC(C)Cc1ccc(CN2CCCC(NC(=O)Cn3cnnn3)C2)cc1 (stereo not given)	-3%	11	-5%	19	16%	x	0%	-17%	-14	3%
39	CC(=O)Nc1ccc(NC(=O)C(C)OC(=O)CCC(=O)c2ccc(F)cc2)cc1 (stereo not given)	0%	5	-2%	-2	-4%	7	19%	2%	11	-1%
40	CC(NC(=O)C1CCCC1)c1ccc2c(c1)OCCO2 (stereo not given)	-1%	1	-5%	0	-1%	1	17%	5%	3	1%
41	Cc1ccc(C)n1-n1cnc2sc3c(c2c1=O)CCCCC3	0%	-1	-6%	10	-20%	4	14%	1%	12	-3%
42	COC(=O)/C=C/C1=CN(Cc2ccccc2)CCC1=O	x	-8	x	x	x	x	-9%	8%	4	6%
43	CCOC(=O)/C(=N\Nc1ccccc1)c1csc(Nc2ccc(C)cc2)n1	-1%	2	4%	14	0%	2	-44%	-5%	-24	-20%
44	COc1ccc(S(=O)(=O)Nc2cc(C(=O)NC(C)C)ccc2N2CCOCC2)cc1	1%	14	-3%	-2	-6%	0	4%	13%	26	0%
45	NS(=O)(=O)c1ccc(CNC(=S)NCc2ccc(F)cc2)cc1	-4%	-3	-5%	u	1%	3	27%	4%	x	3%
46	Cc1csc(=Nc2cccnc2)n1Cc1ccco1	-2%	2	1%	1	9%	3	10%	-1%	4	-3%
47	COC(=O)c1ccc(CSc2ncnc3sc(C)c(C)c23)o1	-4%	4	-6%	1	1%	0	18%	1%	4	2%
48	N#Cc1ccccc1Cn1c(=O)n(Cc2ccc(C(=O)NCc3ccco3)cc2)c(=O)c2sccc21	0%	5	-1%	0	-2%	6	-8%	4%	-4	0%

Screening results (PubChem)
